Casp6 inh: caspase-6 (human) enzyme inhibition; purified caspase-6, Z-VEID-R110 cleavage fluorescence; inhibition, % at 12.5 µM; actives 0.53% (n = 350,000); AID 686996;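 active means mean inhibition across replicates at least about 35%, with every replicate also reaching that limit, limit read from the data; inconclusive means only one of the two criteria met; inactive means neither criterion met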;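 further: 0% = median of neutral control wells and 100% = no fluorescence left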
Target sequence (P55212 24-179 limits assumed): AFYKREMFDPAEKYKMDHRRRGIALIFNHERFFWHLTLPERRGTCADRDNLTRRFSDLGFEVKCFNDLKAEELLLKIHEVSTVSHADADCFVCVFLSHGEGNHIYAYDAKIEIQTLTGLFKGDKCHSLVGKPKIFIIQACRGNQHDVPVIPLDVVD
Target sequence (P55212 194-293 limits assumed): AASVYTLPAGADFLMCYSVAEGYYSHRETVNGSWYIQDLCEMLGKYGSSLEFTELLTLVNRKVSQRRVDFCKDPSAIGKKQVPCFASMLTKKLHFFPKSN
DENV2 CPE: inhibitors of DENV2 cytopathic effect. DENV2-infected cells, cytopathic effect rescue, plate reader. CPE inhibition, % at 9.99 µM. actives 1.7% (n = 350,000). AID 651640; in the data active means CPE inhibition above about 20%, passing the limit was not always enough; inconclusive means no clear call, values can overlap the other calls; tested in BHK-21 cells;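 further: 0% = median of neutral control wells and 100% = median of positive control wells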
SIRT5 inh: blocks human SIRT5 desuccinylation of peptide. actives 1.1% (n = 330,000). Purified SirT5, succinyl-peptide AMC, trypsin-coupled fluorescence. AID 652115. inhibition, % at 15 µM; in the data active means inhibition above about 15%; inconclusive means no clear call, values can overlap the other calls
Target sequence (Q9NXA8 whole entry, looked up): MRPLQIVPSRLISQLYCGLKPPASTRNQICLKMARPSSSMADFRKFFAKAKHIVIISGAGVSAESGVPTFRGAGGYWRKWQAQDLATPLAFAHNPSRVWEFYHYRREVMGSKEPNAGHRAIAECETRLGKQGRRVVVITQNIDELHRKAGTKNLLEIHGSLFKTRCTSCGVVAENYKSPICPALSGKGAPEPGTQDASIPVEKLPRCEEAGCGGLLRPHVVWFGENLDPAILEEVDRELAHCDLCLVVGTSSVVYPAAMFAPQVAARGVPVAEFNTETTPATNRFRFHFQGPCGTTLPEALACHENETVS
ARNT-TACC3 inh: disrupts binding between human ARNT and TACC3; Q9Y6A5; AlphaScreen His-ARNT PAS-B/GST-TACC3 binding, luminescence; TACC3 fragment carries E629A point mutation; inhibition, % at 9.99 µM; actives 0.66% (n = 390,000);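 active means mean inhibition of replicates at least 50% and at least half of replicates each reaching 50%; inconclusive means half or more replicates reach 50% but mean below 50%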;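 further: 0% = complete ARNT plus TACC3 wells and 100% = ARNT alone without TACC3; many hits fall short of the cut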
EWS-Fli block: inhibitors of EWS/Fli oncoprotein transcriptional activity; inhibition, % at 12.6 µM; A673 NR0B1-luciferase reporter, viability-normalised; actives 0.67% (n = 350,000);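 active means mean inhibition of at least 50% after viability correction, with every replicate also passing that limit; inconclusive means mean reaches 50% but only one of two replicates passes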;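 further: firefly luciferase signal divided by Alamar Blue viability fluorescence both relative to DMSO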
LGR2 antag: blocks bursicon-induced cAMP signaling via Drosophila LGR2 | HEK293 LGR2, CRE-luciferase, bursicon-stimulated, 4 h | inhibition, % at 9.99 µM | actives 0.35% (n = 380,000) | AID 720647;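 active means drop in luminescence signal, shown as inhibition above about 50% in the replicate tests, limit read from the data, passing the limit was not always enough; inconclusive means probably only some replicates passing the limit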;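 further: agonist challenge used bursicon conditioned medium at about half maximal strength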
PAX8 inh HTS: PAX8 transcriptional activity inhibition; actives 1.2% (n = 360,000); AID 652154; inhibition, % at 12.6 µM; RMG-I TPO-luciferase reporter, SteadyGlo, 24 h;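 active means mean replicate inhibition at least 60% with every replicate also reaching 60%; inconclusive means only one of the two criteria is met; inactive means mean below 60% and not all replicates reaching 60%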;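 further: luciferase light reporting Pax8 driven TPO promoter activity; plate controls were median of neutral control wells for no effect and mitoxantrone controls for full effect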
An asterisk follows results filed as active; ? = inconclusive; · = no result given.

SMILES	Casp6 inh	DENV2 CPE	SIRT5 inh	ARNT-TACC3 inh	EWS-Fli block	LGR2 antag	PAX8 inh HTS
CC(C)NC(=O)C1(C)CSCC(=O)N1C1CCN(Cc2ccccc2)CC1 (stereo not given)	-6	2	1	·	-5	7	-23
Cc1cccc(OCCNc2cc(N3CCOCC3)ccc2[N+](=O)[O-])c1	0	-3	-1	0	-18	-43	·
COc1ccc(C(C(=O)NCC2CCCO2)N(C(=O)c2snc(C(N)=O)c2N)c2ccccc2)cc1OC (stereo not given)	0	-6	-3	-4	6	3	13
C[C@H](CO)N1C[C@H](C)[C@@H](CN(C)S(=O)(=O)c2ccccc2F)Oc2cc(-c3ccncc3)ccc2S1(=O)=O	0	-4	4	0	7	-34	-29
O=C(/C=C/c1ccco1)N/C(=C\c1ccco1)C(=O)NCCc1nc2ccccc2[nH]1	·	·	·	2	·	-9	7
Cc1cc(Cl)ccc1OCC(=O)N1CCN(c2ncccn2)CC1	2	2	-5	-1	-3	-1	16
COCC#Cc1ccc2c(c1)O[C@H](CN(C)S(=O)(=O)c1cccc(OC)c1)[C@@H](C)CN([C@@H](C)CO)S2(=O)=O	1	-3	0	30	16	-2	3
CCCCNC(=O)c1nc(-c2cnc(C)cn2)oc1-c1ccc(Cl)cc1	-1	10	-3	·	7	5	-5
NC(=S)N/N=C/c1coc2ccc(Cl)cc2c1=O	2	2	-2	0	1	14	16
Cc1ccnc(Nc2nc(-c3ccc(O)cc3O)cs2)c1	0	-1	1	2	-89	-45	-106
Cc1ccc(S(=O)(=O)N(C)C)cc1NC(=O)C(C)OC(=O)c1ccc2ccccc2n1 (stereo not given)	1	-6	0	·	6	1	12
C[C@H](NC(=O)C[C@@H]1CC[C@H](NC(=O)c2cccnc2)[C@@H](CO)O1)c1ccccc1	-1	2	0	-2	1	5	1
O=C(Nc1ccc(Oc2ccccc2)cc1)c1cnc2n(c1=O)CCS2	-1	?	·	-11	-14	-17	-7
COCC(=O)Nc1ccc2c(c1)C(=O)N(C)C[C@H](OC)[C@@H](C)CN(Cc1ccccn1)[C@H](C)CO2	-6	-7	3	17	0	2	·
CC1CCCN(C(=O)CSc2ncccn2)C1 (stereo not given)	1	17	-6	-3	-10	7	-23
Cc1ccc(C2Nc3ccccc3NC3=C2C(=O)OC(C)C3)cc1 (stereo not given)	-1	-9	-2	1	4	-18	-32
CSc1cccc(NS(=O)(=O)c2ccc3c(c2)NC(=O)C(C)C(=O)N3)c1 (stereo not given)	0	-5	0	-3	-6	-5	12
COc1cc2c(cc1OC)C(c1cc(C)ccc1C)CC(=O)N2 (stereo not given)	-1	7	1	3	11	-5	26
O=C(c1ccccc1F)N1CC(=O)N2[C@H](CO)[C@@H](c3ccc(C#Cc4ccc(F)cc4)cc3)[C@H]2C1	-2	?	0	·	-1	-9	4
O=C(C[C@H]1C[C@@H]2c3cc(NC(=O)NC4CCCCC4)ccc3O[C@@H]2[C@@H](CO)O1)NCCc1ccccc1	4	37*	-3	0	1	-5	11
COC(=O)C1=C(C)NC(C)=C(C(=O)OC)C1c1ccc(-c2cccc([N+](=O)[O-])c2)o1	-3	-1	1	-7	0	-6	43
CC(C)NC(=O)N(C)C[C@H]1Oc2ccc(NC(=O)C3CC3)cc2C(=O)N([C@H](C)CO)C[C@H]1C	1	-3	-3	1	10	-10	-12
Cc1cc(NC(=O)CCN2C(=O)/C(=C/c3ccccc3F)SC2=S)no1	7	·	-1	·	7	-1	-4
Cc1nc2ccccn2c1C(=O)NCc1cccnc1	-5	3	-5	2	17	2	·
CO[C@@H]1CN(C)C(=O)c2cc(NS(=O)(=O)CC(F)(F)F)ccc2OC[C@@H](C)N(C(=O)NC(C)C)C[C@@H]1C	-4	-4	-2	-6	-1	-4	-3
COc1ccc(CCNC(=O)COC(=O)c2cccs2)cc1OC	3	3	-5	-3	2	9	-29
C[C@@H]1CN([C@H](C)CO)C(=O)c2cc(-c3ccncc3)cnc2O[C@H]1CN(C)C(=O)C1CCOCC1	-6	-3	-2	-6	-2	9	·
OC(COCc1ccc(Cl)cc1)CN1CCc2ccccc2C1 (stereo not given)	·	·	·	-7	·	-6	4
COc1cccc(Nc2nnc(SCC(=O)Nc3sccc3C(N)=O)s2)c1	1	8	·	-4	11	7	22
O=C(O)c1ccc(CN(Cc2ccccc2)S(=O)(=O)c2ccc(Cl)cc2)cc1	5	-1	1	-3	3	9	13
NC(=O)[C@@H]1CCCN1Cc1nc(-c2cccs2)no1	-2	-5	2	-6	-12	10	-16
Cc1noc(C)c1C(=O)NCCc1c(C)[nH]c2ccccc12	-1	-2	-2	-2	3	-3	18
CC(C)(C)c1ccccc1NC(=O)Nc1nc(C(N)c2ccccc2)cs1 (stereo not given)	0	2	0	·	16	-5	6
COc1ccc(C(CC(=O)Nc2ncccc2C)N2Cc3ccccc3C2=O)cc1 (stereo not given)	-2	-4	0	0	-5	14	18
CCCNC(=O)C[C@H]1C[C@H]2c3cc(NC(=O)NC4CCCC4)ccc3O[C@H]2[C@H](CO)O1	-2	5	-6	0	-2	-1	-2
CC(=O)Nc1ccccc1Nc1nc(NCCO)nc(N2CCCC2)n1	-2	-13	·	-1	-9	-8	-19

Three compounds from above, arranged by length of the SMILES, descending.
SMILES	Casp6 inh	DENV2 CPE	SIRT5 inh	ARNT-TACC3 inh	EWS-Fli block	LGR2 antag	PAX8 inh HTS
CO[C@@H]1CN(C)C(=O)c2cc(NS(=O)(=O)CC(F)(F)F)ccc2OC[C@@H](C)N(C(=O)NC(C)C)C[C@@H]1C	-4	-4	-2	-6	-1	-4	-3
COc1ccc(C(CC(=O)Nc2ncccc2C)N2Cc3ccccc3C2=O)cc1 (stereo not given)	-2	-4	0	0	-5	14	18
OC(COCc1ccc(Cl)cc1)CN1CCc2ccccc2C1 (stereo not given)	·	·	·	-7	·	-6	4

Additional entries.
SMILES	Casp6 inh	DENV2 CPE	SIRT5 inh	ARNT-TACC3 inh	EWS-Fli block	LGR2 antag	PAX8 inh HTS
Cc1nc2oc3ccc(Cl)cc3c(=O)c2cc1C(=O)O	2	0	-4	-3	-17	3	2
Cc1[nH]c(C)c(S(=O)(=O)N2CCN(c3cccc(C(F)(F)F)c3)CC2)c1C(=O)N1CCCC1	2	-3	-1	-6	-1	9	2
COc1ccc2c(c1)[C@@H](NC(=O)c1ccncc1)[C@H](C)[C@H]2c1ccccc1	1	-3	5	·	12	0	16
Cc1c(CC(=O)N2CCN(C(=O)C3COc4ccccc4O3)CC2)c(=O)oc2c(O)c(O)ccc12 (stereo not given)	27	-3	-5	-8	25	-12	24
Cc1cc(C(=O)OCC(=O)Nc2c(Cl)cccc2C(F)(F)F)c(C)o1	1	2	-2	0	-4	6	7
NS(=O)(=O)c1ccc(CCNC(=O)CN2CCN(c3ccccc3O)CC2)cc1	3	-2	2	27	-9	·	-21
Cc1ccc(NC2CCCN(C(=O)c3cnc4ccccn4c3=O)C2)cc1C (stereo not given)	4	?	-1	-3	·	-3	-1
COC1=CC(=O)OC(c2ccco2)C1 (stereo not given)	4	0	-7	-6	-4	48	-8
CCCCCNCc1ccc(OCc2ccc(Cl)nc2)c(OC)c1	16	31*	·	-8	-6	·	13
Cc1ccc(Cn2c(=N)c(C(=O)NCCN3CCOCC3)cc3c(=O)n4ccccc4nc32)cc1	-4	-7	-9	-4	3	-3	-12
C[C@@H]1CCCCO[C@@H](CN(C)C(=O)Nc2cccc3ccccc23)[C@H](C)CN([C@H](C)CO)C(=O)c2cc(NC(=O)Cc3ccccc3)ccc2O1	3	20	8	-8	-10	6	32
O=C(Cn1nnc(-c2ccccc2)n1)N1CCCCC1	0	15	-7	-8	-18	-3	-110

Five compounds drawn at random from the list so far, as already listed:
SMILES	Casp6 inh	DENV2 CPE	SIRT5 inh	ARNT-TACC3 inh	EWS-Fli block	LGR2 antag	PAX8 inh HTS
C[C@H](NC(=O)C[C@@H]1CC[C@H](NC(=O)c2cccnc2)[C@@H](CO)O1)c1ccccc1	-1	2	0	-2	1	5	1
COc1ccc(C(C(=O)NCC2CCCO2)N(C(=O)c2snc(C(N)=O)c2N)c2ccccc2)cc1OC (stereo not given)	0	-6	-3	-4	6	3	13
O=C(Nc1ccc(Oc2ccccc2)cc1)c1cnc2n(c1=O)CCS2	-1	?	·	-11	-14	-17	-7
O=C(C[C@H]1C[C@@H]2c3cc(NC(=O)NC4CCCCC4)ccc3O[C@@H]2[C@@H](CO)O1)NCCc1ccccc1	4	37*	-3	0	1	-5	11
Cc1ccc(NC2CCCN(C(=O)c3cnc4ccccn4c3=O)C2)cc1C (stereo not given)	4	?	-1	-3	·	-3	-1

Next part.
SMILES	Casp6 inh	DENV2 CPE	SIRT5 inh	ARNT-TACC3 inh	EWS-Fli block	LGR2 antag	PAX8 inh HTS
COC(=O)c1ccc2c(=O)n(CCN3CCOCC3)c(SCC(=O)Nc3cccc(OC)c3)nc2c1	-1	3	12	1	·	1	-9
COc1cccc(N2CC(NC(=O)c3ccc4ccccc4c3)CC2=O)c1 (stereo not given)	-4	1	-2	-2	-5	-1	6
CC(C)Oc1ccc(C(=O)Nc2ccccc2N2CCOCC2)cc1	0	-13	0	38	-11	6	25
COc1ccc2c3c(n(C)c2c1)[C@@H](CO)N(C(=O)c1ccncc1)CC31CN(CC2CC2)C1	-9	6	-5	·	-19	-2	-30
C/C=C/c1ccc([C@H]2[C@@H](CO)N3C(=O)CN(C(=O)Nc4cccc(OC)c4)C[C@H]23)cc1	2	-9	-3	·	-5	20	-12
CCOc1ccccc1N1CCN(CC(=O)N(CC(C)C)c2c(N)n(CC(C)C)c(=O)[nH]c2=O)CC1	2	3	-1	4	2	5	-5
COc1ccc(CCNC(=O)C2CCC(=O)N(C3CCCCCC3)C2)cc1 (stereo not given)	2	-9	-3	-9	6	-3	3
CN(Cc1nc2ccc(F)cc2[nH]1)Cc1nc(CC2CC2)no1	·	·	·	-2	·	19	19
O=C(OCC(=O)N1CCc2ccccc2C1)c1ccc(OC(F)F)cc1	-1	-6	-5	14	-7	·	-15
Cc1cccc(C)c1NC(=O)NC1(C(=O)N2CCN3CCCC3C2)CCCCC1 (stereo not given)	-4	-1	-2	0	-2	11	12
O=C(NCC(c1cccs1)N1CCOCC1)c1cc(S(=O)(=O)N2CCOCC2)ccc1Cl (stereo not given)	-3	-2	-3	0	3	9	10
Cc1ccc(Nc2nc(N)nc(COC(=O)c3ccc(Br)o3)n2)cc1	4	6	-2	1	-44	4	-65
Cc1cc(C(=O)OCC(=O)N(CC(C)C)c2c(N)n(Cc3ccccc3)c(=O)[nH]c2=O)c2ccccc2n1	4	18	4	0	4	14	19
COc1ccccc1N1C(C)=CC(=C(C#N)c2nc3ccccc3s2)C=C1C	-1	0	0	-9	42	·	·
O=C(COC(=O)c1ccc(O)cc1)NCCC1=CCCCC1	0	-8	-7	-11	-1	-6	2

Just DENV2 CPE and PAX8 inh HTS, for some of the entries so far:
molecule,DENV2 CPE,PAX8 inh HTS
CCOc1ccccc1N1CCN(CC(=O)N(CC(C)C)c2c(N)n(CC(C)C)c(=O)[nH]c2=O)CC1,3,-5
COc1cccc(N2CC(NC(=O)c3ccc4ccccc4c3)CC2=O)c1 (stereo not given),1,6
O=C(NCC(c1cccs1)N1CCOCC1)c1cc(S(=O)(=O)N2CCOCC2)ccc1Cl (stereo not given),-2,10
C/C=C/c1ccc([C@H]2[C@@H](CO)N3C(=O)CN(C(=O)Nc4cccc(OC)c4)C[C@H]23)cc1,-9,-12

Source: PubChem (Broad Institute)
